15-hLO-2 inh = blocks human 15-lipoxygenase 2 activity; O15296; purified 15hLO-2, xylenol orange hydroperoxide absorbance; Potency, µM (doses to about 57.1 µM), without a hit: at the top dose activity change, negative = inhibition, actives largely listed as inhibitors; actives 0.56% (n = 110,000); active means well fitted inhibition curve with a large enough effect; inconclusive means small, poorly fitted or top-dose-only effect; inactive means no such curve, though single readings can be large or run the other way; further: nearly all actives have a fitted effect of over 60% in size; many of its hits are not listed in these tables
Target sequence (O15296 whole entry, looked up): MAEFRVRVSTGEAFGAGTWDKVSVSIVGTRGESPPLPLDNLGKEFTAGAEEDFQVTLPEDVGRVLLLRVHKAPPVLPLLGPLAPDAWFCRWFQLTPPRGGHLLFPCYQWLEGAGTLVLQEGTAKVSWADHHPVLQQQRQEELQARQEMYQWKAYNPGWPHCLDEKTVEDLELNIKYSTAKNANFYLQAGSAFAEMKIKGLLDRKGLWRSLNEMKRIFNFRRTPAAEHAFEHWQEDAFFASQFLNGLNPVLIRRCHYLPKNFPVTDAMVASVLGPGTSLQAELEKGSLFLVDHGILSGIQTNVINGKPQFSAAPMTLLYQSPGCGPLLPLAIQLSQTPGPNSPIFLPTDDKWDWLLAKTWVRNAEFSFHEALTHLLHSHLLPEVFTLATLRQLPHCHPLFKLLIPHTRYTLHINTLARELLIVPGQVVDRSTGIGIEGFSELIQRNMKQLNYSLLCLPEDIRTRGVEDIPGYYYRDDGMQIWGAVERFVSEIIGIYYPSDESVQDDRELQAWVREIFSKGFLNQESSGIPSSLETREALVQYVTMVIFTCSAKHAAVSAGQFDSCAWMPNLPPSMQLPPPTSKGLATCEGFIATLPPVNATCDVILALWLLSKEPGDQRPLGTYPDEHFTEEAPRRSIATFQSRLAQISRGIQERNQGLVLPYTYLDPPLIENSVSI
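Purified human 15hLO-2 (50 nM) preincubated 15 min with compound, then 45 uM arachidonic acid for 90 min at RT in 25 mM Hepes pH 7.5, 0.01% Triton X-100. Hydroperoxide detected by Fe-xylenol orange; 573/405 nm absorbance ratio.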
* hit, by the source's call; ? = inconclusive; [ ] = dose if it differs, or a comment. On the % scale 0 is the no-effect control and ±100 the full control effect; potency means the concentration at half of the fitted maximal effect. These rows are one share of the data. The share of hits here may be higher or lower than overall.

SMILES	15-hLO-2 inh
COc1ccc(Oc2ncc3nc(-c4cc(F)cc(F)c4)c(=O)n(C[C@H]4CCCO4)c3n2)cc1	-4%
FC(F)(F)c1ccccc1-c1nc(NC2CCNCC2)c2ccccc2n1	34%[activator]
COc1ncc2nc(-c3ccc(F)cc3)c(=O)n(CCc3ccccc3)c2n1	-3%
COc1ccc(-c2nc3cncnc3n(-c3ccccc3)c2=O)cc1	-3%
Cc1noc(C)c1-c1cncnc1NCCN1CCOCC1	0%
COc1ccccc1-c1cc(Nc2ccn[nH]2)ncn1	-5%
COc1ccccc1CNc1ccnc(-c2cccc(NS(C)(=O)=O)c2)n1	-29%
COc1ccc(-c2nc3cnc(N4CCNCC4)nc3n(-c3ccc(OC)cc3)c2=O)cc1	11%
O=c1c(-c2ccc(Cl)cc2)nc2cnc(N3CCOCC3)nc2n1-c1ccccc1	-6%
COc1ccc(-c2nc3cnc(N4CCN(C)CC4)nc3n(-c3ccc(OC)cc3)c2=O)cc1	2%

A few values from the results shown.
COc1ccc(-c2nc3cnc(N4CCN(C)CC4)nc3n(-c3ccc(OC)cc3)c2=O)cc1 | 15-hLO-2 inh: 2%
COc1ccc(-c2nc3cnc(N4CCNCC4)nc3n(-c3ccc(OC)cc3)c2=O)cc1 | 15-hLO-2 inh: 11%
COc1ncc2nc(-c3ccc(F)cc3)c(=O)n(CCc3ccccc3)c2n1 | 15-hLO-2 inh: -3%
COc1ccccc1-c1cc(Nc2ccn[nH]2)ncn1 | 15-hLO-2 inh: -5%

The listing continues:
SMILES	15-hLO-2 inh
COc1ccccc1CNc1nc(-c2ccc(C(=O)N(C)C)cc2)nc2ccccc12	2%
COc1ccc(CNc2ncnc3ccc(-c4cccc(C#N)c4)cc23)c(OC)c1	13%
N#Cc1cccc(-c2nc(NCc3cccnc3)c3ccccc3n2)c1	-2%
COc1ncc2nc(-c3ccc(F)cc3)c(=O)n(Cc3cccs3)c2n1	-2%
COc1ccc(Oc2ncc3nc(-c4cccc(C#N)c4)c(=O)n(C)c3n2)cc1	4%
COc1ccc2[nH]cc(CCNc3nc(-c4ccc(N(C)C)cc4)nc4ccccc34)c2c1	25%
FC(F)(F)c1ccccc1-c1cc(NCCN2CCOCC2)ncn1	3%
CN1CCN(c2ncncc2-c2ccccc2Cl)CC1	-7%
Cn1c(=O)c(-c2cc(F)cc(F)c2)nc2cnc(Nc3ccccc3)nc21	14%
COc1ccc2[nH]cc(CCNc3ccnc(-c4ccc5c(c4)OCO5)n3)c2c1	2%
Cc1nc2cncnc2n(Cc2ccc(F)cc2)c1=O	1%
CN1CCN(c2ncc3nc(CCc4ccccc4)c(=O)n(C)c3n2)CC1	22%
CC(=O)NCCNc1ncncc1-c1ccccc1C	?
Cc1cnc(CNc2nc(-c3cccc(NS(C)(=O)=O)c3)nc3ccccc23)cn1	-14%
CN(C)c1cc(-c2cccc(NS(C)(=O)=O)c2)ncn1	0%
COc1cccc(Nc2ncc3nc(CCc4ccccc4)c(=O)n(Cc4cccs4)c3n2)c1	-7%
COc1ccccc1-c1nc(N2CCOCC2)c2ccccc2n1	-2%
CN(C)c1ncc2nc(-c3ccc(Cl)cc3)c(=O)n(Cc3cccs3)c2n1	12%
CN1CCN(c2ncc3nc(-c4ccc(F)cc4)c(=O)n(C4CC4)c3n2)CC1	-7%
CN(C)c1ncc2nc(-c3ccc(Cl)cc3)c(=O)n(C)c2n1	-3%

Overlap with the part before: 5 entries, followed by the next part.
SMILES	15-hLO-2 inh
COc1cccc(Nc2ncc3nc(CCc4ccccc4)c(=O)n(Cc4cccs4)c3n2)c1	-7%
COc1ccccc1-c1nc(N2CCOCC2)c2ccccc2n1	-2%
CN(C)c1ncc2nc(-c3ccc(Cl)cc3)c(=O)n(Cc3cccs3)c2n1	12%
CN1CCN(c2ncc3nc(-c4ccc(F)cc4)c(=O)n(C4CC4)c3n2)CC1	-7%
CN(C)c1ncc2nc(-c3ccc(Cl)cc3)c(=O)n(C)c2n1	-3%
CN(C)c1ncc2nc(-c3ccc(Cl)cc3)c(=O)n(Cc3ccc(F)cc3)c2n1	-2%
Cn1c(=O)c(-c2cccs2)nc2cncnc21	-17%
COCCn1c(=O)c(-c2ccc(Cl)cc2)nc2cnc(N(C)C)nc21	-7%
CC(=O)NCCNc1cc(-c2ccccc2C)ncn1	-9%
FC(F)(F)c1ccccc1-c1nccc(-n2ccnc2)n1	17%
COc1ccc(Oc2ncc3nc(-c4cccc(C#N)c4)c(=O)n(CCC#N)c3n2)cc1	-2%
COc1cccc(Cn2c(=O)c(-c3cn(C)c4ccccc34)nc3cncnc32)c1	-8%
Clc1ccccc1-c1nc(-n2ccnc2)c2ccccc2n1	23%
Clc1ccccc1-c1ccc2ncnc(NC3CCNCC3)c2c1	1%
Cc1nc2cnc(N(C)C)nc2n(-c2ccccc2)c1=O	-10%

Some of these compounds in order of count of non-hydrogen atoms, lowest first:
SMILES	15-hLO-2 inh
Cn1c(=O)c(-c2cccs2)nc2cncnc21	-17%
CC(=O)NCCNc1cc(-c2ccccc2C)ncn1	-9%
Clc1ccccc1-c1ccc2ncnc(NC3CCNCC3)c2c1	1%
CN(C)c1ncc2nc(-c3ccc(Cl)cc3)c(=O)n(Cc3ccc(F)cc3)c2n1	-2%
COc1ccc(Oc2ncc3nc(-c4cccc(C#N)c4)c(=O)n(CCC#N)c3n2)cc1	-2%

(continued)
SMILES	15-hLO-2 inh
CN1CCN(c2ncc3nc(-c4ccc(Cl)cc4)c(=O)n(Cc4ccc(F)cc4)c3n2)CC1	19%
Cc1nc2cnc(Nc3ccccc3)nc2n(C2CC2)c1=O	-2%
c1cn(-c2ccnc(-c3ccc4c(c3)OCO4)n2)cn1	29%
COc1ccccc1CNc1ccnc(-c2ccccc2CN(C)C)n1	4%
COc1cccc(-c2ccc3ncnc(N(C)C)c3c2)c1	36%[activator]
COCCn1c(=O)c(C)nc2cnc(OC)nc21	-2%
COc1ccccc1CNc1ccnc(-c2cccc(C#N)c2)n1	9%
COc1cccc(Nc2ncc3nc(-c4cccs4)c(=O)n(-c4ccccc4)c3n2)c1	-9%
O=c1c(-c2ccccc2)nc2cncnc2n1Cc1ccccc1	11%
COc1ccc(CNc2nc(-c3ccc4c(c3)OCO4)nc3ccccc23)c(OC)c1	42%[activator]
CN(Cc1ccco1)c1nc(-c2ccoc2)nc2ccccc12	-21%
COc1cccc(-c2nc(N(C)Cc3ccco3)c3ccccc3n2)c1	-14%
Cn1c(=O)c(-c2ccc(F)cc2)nc2cnc(OCc3ccccc3)nc21	-3%
CN(C)C(=O)c1ccc(-c2ccc3ncnc(N4CCNCC4)c3c2)cc1	-2%
CCNc1ncc2nc(-c3ccc(Cl)cc3)c(=O)n(C[C@H]3CCCO3)c2n1	0%
COc1ccccc1-c1nc(NC2CC2)c2ccccc2n1	1%
CCNc1ncc2nc(-c3cn(C)c4ccccc34)c(=O)n(CCC#N)c2n1	-9%
N#Cc1ccccc1-c1nc(NCCN2CCOCC2)c2ccccc2n1	2%
COc1ccc(-n2c(=O)c(-c3cccs3)nc3cnc(N(C)C)nc32)cc1	-8%
CCNc1ncc2nc(-c3cc(F)cc(F)c3)c(=O)n(C3CC3)c2n1	-1%
O=c1c(-c2cccc(Cl)c2)nc2cncnc2n1C1CC1	-8%
COCCNc1ncnc2ccc(-c3ccccc3C(F)(F)F)cc12	?
COc1ccc(-n2c(=O)c(-c3cccc(C#N)c3)nc3cnc(N4CCNCC4)nc32)cc1	31%[activator]
COc1ncc2nc(-c3cccs3)c(=O)n(CCC#N)c2n1	-5%
COCCNc1ncnc2ccc(-c3ccccc3OC)cc12	22%
Cc1noc(C)c1-c1cc(NCc2cccs2)ncn1	-3%
Cn1cc(-c2nc3cnc(N4CCNCC4)nc3n(CCC#N)c2=O)c2ccccc21	11%
CCNc1ncc2nc(-c3ccc(F)cc3)c(=O)n(CCc3ccccc3)c2n1	-1%
Cc1noc(C)c1-c1nc(Nc2ccc(F)cc2)c2ccccc2n1	-13%
Cc1nc2cncnc2n(Cc2ccccc2)c1=O	-1%
O=c1c(-c2ccc(F)cc2)nc2cnc(N3CCNCC3)nc2n1-c1ccccc1	49%[activator]
COc1ccc(CNc2ncnc3ccc(-c4ccoc4)cc23)c(OC)c1	58%[activator]
Cn1c(=O)c(-c2ccc(Cl)cc2)nc2cnc(Oc3cccc(Cl)c3)nc21	-2%
COc1ncc2nc(-c3cn(C)c4ccccc34)c(=O)n(C)c2n1	-7%
CCNc1ncc2nc(-c3ccc(F)cc3)c(=O)n(-c3ccc(OC)cc3)c2n1	-10%
Cc1ccccc1-c1ccc2ncnc(NCCN3CCOCC3)c2c1	61%[activator]
COc1ccc(CNc2ncncc2-c2cccnc2)c(OC)c1	1%
CN1CCN(c2cc(-c3ccccc3Cl)ncn2)CC1	4%
COc1ccc(CNc2ccnc(-c3ccc(N(C)C)cc3)n2)c(OC)c1	19%
CN(C)c1ncc2ncc(=O)n(C[C@H]3CCCO3)c2n1	-1%
FC(F)(F)c1ccccc1-c1cncnc1NCCN1CCOCC1	7%
COCCn1c(=O)c(-c2cccs2)nc2cncnc21	-7%
O=c1c(-c2ccccc2)nc2cnc(N3CCOCC3)nc2n1Cc1cccs1	-6%
CN(C)C(=O)c1ccc(-c2cncnc2NCc2ccccc2)cc1	-8%
c1cncc(-c2nc(NCc3cccs3)c3ccccc3n2)c1	14%
Cc1ccccc1-c1nc(N2CCOCC2)c2ccccc2n1	-2%
COc1ccccc1-c1cncnc1NCc1ccccc1	-5%
CN(C)C(=O)c1ccc(-c2ccc3ncnc(N(C)Cc4ccco4)c3c2)cc1	-6%
Cc1noc(C)c1-c1cc(N2CCN(C)CC2)ncn1	2%
COc1ccc(Oc2ncc3nc(-c4ccc(Cl)cc4)c(=O)n(C[C@H]4CCCO4)c3n2)cc1	-9%

Continued:
SMILES	15-hLO-2 inh
COc1ccc2[nH]cc(CCNc3ncncc3-c3c(C)noc3C)c2c1	-1%
COc1cccc(Nc2ncc3ncc(=O)n(C)c3n2)c1	0%
COc1cccc(-c2ccc3ncnc(N4CCN(C)CC4)c3c2)c1	22%
N#Cc1ccccc1-c1ccc2ncnc(NCCN3CCOCC3)c2c1	-2%
Cc1noc(C)c1-c1ccc2ncnc(N3CCN(C)CC3)c2c1	20%
COc1cccc(Cn2c(=O)c(-c3cc(F)cc(F)c3)nc3cncnc32)c1	0%
c1cncc(CNc2ncncc2-c2ccoc2)c1	-6%
CCNc1ncc2nc(-c3cc(F)cc(F)c3)c(=O)n(Cc3ccc(F)cc3)c2n1	-5%
Cc1nc2cnc(Oc3cccc(Cl)c3)nc2n(Cc2ccc(F)cc2)c1=O	-14%
Cn1c(=O)c(-c2ccc(F)cc2)nc2cnc(Nc3ccccc3)nc21	12%
COCCn1c(=O)c(-c2cccc(C#N)c2)nc2cnc(N(C)C)nc21	-2%
CNc1ncncc1-c1ccccc1C	2%
COc1ccccc1-c1nc(Nc2ccncc2)c2ccccc2n1	23%
Cn1cc(-c2nc3cnc(Oc4ccccc4)nc3n(C3CC3)c2=O)c2ccccc21	-4%
O=c1c(-c2cccs2)nc2cnc(N3CCOCC3)nc2n1CCc1ccccc1	-5%
COc1ccccc1CNc1ccnc(-c2c(C)noc2C)n1	-7%
CN(C)c1nc(-c2cccnc2)nc2ccccc12	9%
COc1ccc(-c2nc3cnc(Oc4cccc(Cl)c4)nc3n(C3CC3)c2=O)cc1	-3%
CC(=O)NCCNc1ncnc2ccc(-c3ccccc3C)cc12	16%
O=c1c(-c2cc(F)cc(F)c2)nc2cnc(N3CCOCC3)nc2n1Cc1ccc(F)cc1	-6%
O=c1c(CCc2ccccc2)nc2cnc(N3CCNCC3)nc2n1-c1ccccc1	1%
COCCn1c(=O)cnc2cnc(N(C)C)nc21	0%
c1cncc(-c2cncnc2NCc2cccs2)c1	-11%
COc1ncc2nc(-c3ccccc3)c(=O)n(-c3ccccc3)c2n1	0%
N#Cc1cccc(-c2nccc(NCc3cccs3)n2)c1	-6%
FC(F)(F)c1ccccc1-c1cc(NCc2cccnc2)ncn1	-12%
Cc1ccccc1-c1nc(Nc2ccncc2)c2ccccc2n1	?
COc1ccc(-c2nc3cnc(Nc4ccccc4)nc3n(C[C@H]3CCCO3)c2=O)cc1	-2%
COc1ccc2[nH]cc(CCNc3cc(-c4ccccc4Cl)ncn3)c2c1	-9%

Assay outcomes deposited in PubChem by National Center for Advancing Translational Sciences (NCATS).
